Phagocytosis inh = blocks phagocytosis by macrophages. inhibition, % at 5 µM. J774A.1 macrophage IgG-bead phagocytosis, imaging. 110,000 compounds, 0.07% hits. AID 1029;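 active = inhibition above the mean of the plate negative controls plus 5 SD, cut at about 13% in these data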;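 note: phagocytic index as fraction of beads internalized from green versus red external bead signal; plate controls were DMSO negative control for no effect and cytochalasin-D positive control for full effect; some results beyond the cut were filed as inactive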
BB579 growth dn = reduces growth of yeast BB579 in restrictive medium; inhibition, % at 10 µM; 140,000 compounds, 0.51% hits; S. cerevisiae BB579 growth, OD615, 48 h;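 active = inhibition above a set limit, 3 SD over the mean compound inhibition, cut at about 44% in these data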; note: inactives centre near -24
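controls = amphotericin B 10 µg/mL, positive | assay system = DeaD yeast strain BB579 | schedule = 48 h compound exposure at 30 °C after 4 h preincubation | detection = OD615 turbidity measurement | medium = restrictive CSMM-D medium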
NPY-Y2 antag = NPY-Y2 (human) receptor antagonism; P49146; NPY-Y2 expressing cells, antagonist mode; inhibition, % at 2.7 µM; 140,000 compounds, 0.99% hits; AID 793; in the data active = inhibition above about 17%;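 note: 0% = vehicle with agonist challenge and 100% = reference antagonist with challenge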
Target sequence (P49146 whole entry, looked up): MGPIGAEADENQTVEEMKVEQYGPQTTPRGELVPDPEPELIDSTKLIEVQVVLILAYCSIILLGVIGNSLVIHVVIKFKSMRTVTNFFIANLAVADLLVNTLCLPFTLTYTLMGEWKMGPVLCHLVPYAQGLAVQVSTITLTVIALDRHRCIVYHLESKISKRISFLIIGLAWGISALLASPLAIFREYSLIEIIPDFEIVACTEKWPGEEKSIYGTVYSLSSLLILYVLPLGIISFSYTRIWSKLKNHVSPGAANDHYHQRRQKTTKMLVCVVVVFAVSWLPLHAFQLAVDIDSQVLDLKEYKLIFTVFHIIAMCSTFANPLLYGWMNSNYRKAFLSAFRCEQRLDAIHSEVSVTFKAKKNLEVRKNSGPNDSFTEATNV
HCT116 bCat-KO = beta-catenin-lacking colon tumor cell growth suppression. HCT116 beta-catenin knockout viability, CellTiter-Glo, 60 h; hits give low values. viability, % at 10 µM. 140,000 compounds, 1.5% hits;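 active = viability at or under a set limit, the compound median less 4 SD, cut at about 6% in these data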;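 note: 0% = Hyamine 1622 control at 20 µM and 100% = untreated cell control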
Measles CPE = protection of cells from measles virus. 140,000 compounds, 1.5% hits. protection (pct of control), % at 4 µM. Measles virus-infected cells, CPE protection, absorbance; in the data active = protection mostly above about 24%, no sharp cut-off; inactive = mostly below about 26%; note: some compounds called inactive have numbers as strong as hits
GALR2 antag = GALR2 (human) receptor antagonism; O43603; GALR2-expressing cells, antagonist mode; inhibition, % at 4 µM; 140,000 compounds, 0.39% hits; AID 828; in the data active = inhibition above about 27%;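 note: cells stimulated with galanin 1-16 at roughly its EC80; 0% = agonist challenge control and 100% = basal control without agonist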
Target sequence (O43603 whole entry, looked up): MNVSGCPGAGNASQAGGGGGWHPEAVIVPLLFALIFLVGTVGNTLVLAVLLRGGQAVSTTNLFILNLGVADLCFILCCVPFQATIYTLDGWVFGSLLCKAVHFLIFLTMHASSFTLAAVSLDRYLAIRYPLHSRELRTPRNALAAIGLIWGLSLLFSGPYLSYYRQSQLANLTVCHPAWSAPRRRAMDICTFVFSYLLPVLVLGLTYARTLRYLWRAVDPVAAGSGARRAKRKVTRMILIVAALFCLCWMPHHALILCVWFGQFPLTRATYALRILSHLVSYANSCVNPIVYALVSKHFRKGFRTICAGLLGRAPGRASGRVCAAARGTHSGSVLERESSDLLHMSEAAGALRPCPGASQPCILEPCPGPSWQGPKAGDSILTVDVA
MRP-1 activ = MRP-1 activation; H69AR cells + doxorubicin, viability rescue, CellTiter-Glo; viability increase, % at 10 µM; 140,000 compounds, 0.61% hits;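 active = viability gain under doxorubicin at or above a set limit, the compound median plus 3 SD, cut at about 4.7% in these data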;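 note: MRP-1 overexpressing cells given doxorubicin 25 µM after compound pretreatment; 18-22 h compound pretreatment then 72 h with doxorubicin before readout; 0% = doxorubicin-only wells and 100% = vehicle-treated cells without doxorubicin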
E-sel TNF inh = blocks E-selectin expression induced by TNF alpha | HUVEC TNFa-induced E-selectin immunofluorescence, high content | inhibition, % at 2 µM | 120,000 compounds, 0.71% hits | AID 1246;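 active = inhibition above the batch mean plus 3 SD, and confirmed as a hit on visual image review, cut at about 43% in these data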;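 note: 0% = TNF-stimulated DMSO wells and 100% = unstimulated control wells; not every result past the cut was called active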
Yeast life ext = yeast lifespan extension | S. cerevisiae growth with nicotinamide, OD615; deaD strain in restrictive glucose medium | 130,000 compounds, 0.68% hits | inhibition of the nicotinamide effect, % at 10 µM;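 active = inhibition above a set limit, placed 3 SD over the median of all compounds, cut at about 26% in these data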;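 note: 0% = nicotinamide-treated wells and 100% = cells grown without nicotinamide; some compounds called inactive have numbers as strong as hits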
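Test system: DeaD-strain S. cerevisiae / Buffer or medium: restrictive glucose medium / Also added: nicotinamide 1.5 mM / Doses: one concentration, 10 µM, DMSO 0.25% / Schedule: 48 h at 30 °C / Signal: OD615 measurement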
PTEN del growth = growth suppressors of cells with PTEN tumor suppressor deletion; HCT116 PTEN-null viability, CellTiter-Glo, 60 h; hits give low values; viability, % at 10 µM; 140,000 compounds, 1.2% hits;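 active = viability at or below a set limit, 4 SD under the median of all tested compounds, cut at about 3.7% in these data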;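 note: PTEN knockout HCT116 line with beta catenin targeted HCT116 as companion control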
Numbers without * were called inactive; / = not tested or not shown.

canonical_smiles	Phagocytosis inh	BB579 growth dn	NPY-Y2 antag	HCT116 bCat-KO	Measles CPE	GALR2 antag	MRP-1 activ	E-sel TNF inh	Yeast life ext	PTEN del growth
CCC(C)(C)NC(=O)C(c1cccn1C)N(C(=O)Cn1nnc2ccccc21)c1ccc(OC)cc1 (stereo unspecified)	0	-32	1	11	5	-8	-4.2	-3	-13	11
CC(C)C(NS(=O)(=O)c1cccc2nsnc12)C(=O)NCc1ccc2c(c1)OCO2 (stereo unspecified)	/	-2	3	91	1	21	-1.4	4	-9	96
Cc1cc(F)ccc1NCc1ccncc1	0	-20	-1	102	3	15	1.1	1	-10	101
CC(C)(C)c1ccc(/C=N/NC(=O)C(=O)NCCCN2CCOCC2)cc1	/	-18	1	109	5	8	0.3	/	1	104
COc1ccc(C(C(=O)NC2CCCC2)N(C(=O)c2ccoc2C)c2cc(C)cc(C)c2)cc1 (stereo unspecified)	-2	4	4	65	17	-7	-2.2	6	-26	64
COc1cc(OC)c(NC(=O)Nc2ccc(OC)c(OC)c2)cc1Cl	1	5	-1	101	10	5	-1.7	7	-10	104
CCOC(=O)c1sc(NC(=O)Nc2ccccc2F)nc1C	3	-20	4	104	1	1	-0.4	/	-4	96
COc1ccc(-c2noc(COc3ccc4ccccc4c3Br)n2)cc1OC	-1	-55	-3	108	4	-3	-0.1	8	15	101
CCN(CC)S(=O)(=O)c1ccc(N2CCOCC2)c(NS(=O)(=O)c2ccc(C(C)C)cc2)c1	1	-6	2	86	0	-13	-3.4	/	5	87
Cc1nc2ccccn2c1C(=O)NC1CCCCC1	0	-25	1	89	29	-1	-2.3	-25	-13	90
COc1ccc(NC(=O)CSc2nnc(Cn3c(=O)sc4ccccc43)n2C)c(OC)c1	/	-39	2	99	8	15	-2.1	1	0	99
CC(C)OCCCNC(=O)c1ccc(NC(=O)C2CCCO2)cc1 (stereo unspecified)	0	0	5	88	8	7	-0.9	/	-8	95
Cc1ccc(NC(=O)C2CCCN2C(=O)Oc2ccccc2)cc1 (stereo unspecified)	0	-44	0	102	8	-1	-0.9	-5	-11	107
Cc1cccc(NS(=O)(=O)c2cc(C(=O)N3CCCC3)ccc2Cl)c1	-3	-20	1	86	20	-2	-1.7	/	1	94
CN1C/C(=C/c2cccnc2)C(=O)/C(=C/c2cccnc2)C1	-1	-14	4	2.1*	-1	2	-5.1	/	51*	2.1*
COc1ccc(C(=O)/C=C/c2cc(OC)c(O)c(OC)c2)c(F)c1	-5	-27	5	8	7	13	-4.3	-32	-4	8
CSc1nc(C)c(Cl)c(C)c1C#N	-3	-43	10	78	4	8	-2.8	/	-10	86
C[N+](C)(C)CCCC(=O)c1ccc2c(c1)OCO2	0	-53	0	101	6	-3	-1.9	4	-18	97
Cc1cc(C)cc(OCC(=O)OCC(=O)Nc2ccc(Cl)cn2)c1	/	-1	5	83	6	5	-3.4	-5	-29	82
O=C(OC(C(=O)NC1CCCC1)c1ccncc1)C1=Cc2ccccc2OC1 (stereo unspecified)	/	0	1	89	16	7	-1.8	-3	-19	96
O=C(NCCCn1ccnc1)c1cc(C2CC2)on1	-1	-48	1	96	17	0	0.1	-9	-8	105
O=C(NCC(c1cccnc1)N1CCOCC1)c1cccs1 (stereo unspecified)	0	12	0	103	3	-6	0.7	-16	-11	104
CCn1c(C)c(C(C)=O)c(SC)nc1=S	0	-10	-2	94	20	-1	-0.5	2	0	96
CCN(CC)S(=O)(=O)c1ccc(C)c(NC(=O)COc2ccc3c(C)cc(=O)oc3c2)c1	-5	-21	-1	91	21	3	-1.6	-10	0	98
CCCCCCCC(=O)N/N=C/c1cccnc1	-1	-23	4	89	5	-2	-2.5	-12	-4	98
COc1cccc(-n2c(SCC(=O)Nc3cc(C)on3)nc3ccccc3c2=O)c1	/	-38	1	81	7	3	-1.1	-1	-11	77
COc1ccccc1N1CCN(Cc2nc3ccsc3c(=O)[nH]2)CC1	-3	-13	2	95	23	4	-1.3	21	-4	93
CC(C)CCNC(=O)CCn1nc(-c2ccccc2)ccc1=O	/	-53	2	100	15	0	-0.2	/	3	91
COc1cc(OC)c(NC(=O)CCNC(=O)Cn2ccc3ccccc3c2=O)cc1Cl	/	-11	2	81	7	0	-4.3	/	-17	92
CCOC(=O)c1sc2nccc(N(C)C)c2c1N=CNOCc1ccccc1	0	-75	1	87	12	-14	-1.4	0	-14	90

Other records follow.
canonical_smiles	Phagocytosis inh	BB579 growth dn	NPY-Y2 antag	HCT116 bCat-KO	Measles CPE	GALR2 antag	MRP-1 activ	E-sel TNF inh	Yeast life ext	PTEN del growth
Cc1ccc(N(CN2C(=O)c3ccccc3C2=O)C(=O)c2ccc([N+](=O)[O-])cc2[N+](=O)[O-])cc1	-5	-63	-1	95	10	-4	-0.5	/	-4	97
CSc1nnc(NC(=O)C2CCCCC2)s1	-1	6	1	89	5	6	-0.3	-8	-1	103
CC(OC(=O)c1ccc(S(=O)(=O)NCc2ccco2)cc1)C(=O)Nc1ccc(Cl)cn1 (stereo unspecified)	-1	-47	3	89	5	9	-0.7	/	3	86
CC(=O)c1nn(-c2ccc(Br)cc2)cc1C(=O)c1ccco1	/	3	-1	96	19	-7	2.7	-15	/	101
Cn1nc(CC(=O)Nc2ccc3c(c2)CCC3)c2ccccc2c1=O	-1	-27	0	17	24	23	-1.4	-33	-13	36
COc1ccc(OCCCCOc2ccccc2Cl)cc1	0	-39	5	89	11	-1	0.7	-37	-11	88
CCC(=O)Nc1cccc(NC(=O)CSc2nnnn2C)c1	-2	-13	4	94	3	1	-1.1	/	-8	94
CCC(NC(=O)c1ccccc1O)c1ccccc1 (stereo unspecified)	-1	-57	1	92	8	-10	-1.9	37	-12	78
O=C(Nc1ccccc1Cc1ccccc1)c1ccc2c(c1)SC1=NS(=O)(=O)CCN12	-4	-31	3	91	4	13	-0.4	/	2	93
CCOc1cc(C=O)ccc1OS(=O)(=O)c1ccc(NC(C)=O)cc1	-4	-22	-2	91	3	0	-4.3	17	-5	85
Cn1c(=O)n(C)c2cc(NC(=O)CSc3nnc(-c4ccccc4O)n3-c3ccccc3)ccc21	0	-3	6	60	3	9	-1.1	-23	-6	63
Cc1ccc(Cl)cc1N1CCN(S(=O)(=O)c2c(C)[nH]c(=O)[nH]c2=O)CC1	/	-15	5	96	27	-14	-0.3	23	-8	87
Cc1ccc(S(=O)(=O)N/N=C/c2c(C)nn(-c3ccccc3)c2C)cc1	0	-44	6	98	22	0	-1.3	7	-13	94
O=C(CSc1nnc(CNC(=O)C23CC4CC(CC(C4)C2)C3)n1-c1ccc(F)cc1)Nc1ccccc1	-6	-19	2	75	7	-17	-0.5	55	21	78
Cc1ccc(C(=O)/C=C2\NCC(C)NC2=O)cc1 (stereo unspecified)	-3	-4	-1	96	22	3	0.7	-3	-16	100
Brc1ccccc1Cn1c(-c2cscn2)nc2ccccc21	-1	-60	13	63	4	-12	-2.0	-16	0	67
N#C/C(=C(\O)c1ccco1)c1ccccn1	-1	-32	0	72	18	3	-1.4	/	-25	86
O=S1CCCSC1c1cccnc1 (stereo unspecified)	/	-27	0	103	11	-1	-0.6	-9	-1	97
CC(=O)Nc1cc2nn(-c3ccccc3)nc2cc1Cl	0	-40	4	91	12	-3	-4.5	-9	-25	92
COc1cc(C2N(c3cccc(Cl)c3)C(=O)C3CCCN32)cc(OC)c1OC (stereo unspecified)	0	-9	1	99	4	-18	-1.1	7	-7	84
COc1ccc(-c2cc3ccccc3n2CC(O)CNC(CO)(CO)CO)cc1 (stereo unspecified)	3	-7	2	87	13	-5	-2.4	-8	-18	98
NC(=O)CC[C@@H]1NC(=O)[C@H](CO)NC(=O)c2cc([N+](=O)[O-])cc(I)c2NCCC[C@@H](C(N)=O)NC(=O)[C@H](Cc2ccc(O)cc2)NC1=O	/	-47	-3	97	13	-11	-0.2	-7	1	101
NC(=O)CSc1nnc(-c2cc(-c3cccs3)nc3ccccc23)o1	-1	-37	2	100	5	-11	0.3	-10	-4	101
COc1ccc(OC)c(NC(=S)NN2CCOCC2)c1	1	-26	10	105	57*	1	-1.3	-8	-11	103
Cc1ccc(-n2c(SCC3CCCCO3)nnc2-c2ccco2)cc1 (stereo unspecified)	-1	-7	1	104	6	-1	-1.9	-20	-4	97
O=C(COC(=O)c1cc(S(=O)(=O)N2CCOCC2)ccc1F)c1ccc[nH]1	-3	-37	-1	100	12	-6	-0.2	/	7	93
CS(=O)(=O)N1CCC(C(=O)Nc2c(F)cccc2F)CC1	-2	-50	0	103	5	-6	-0.7	-48	-7	113
Cc1cc(Cl)c(S(=O)(=O)NC2CCCC2)cc1OCC(=O)NC1CCCCC1	0	-18	-2	31	9	9	-2.7	12	-2	35
Cc1c(Cl)c([N+](=O)[O-])nn1CCCC(=O)Nc1ccc(Cl)cc1Cl	0	-40	3	99	15	9	-0.9	/	-3	100
COc1ccc(C(=O)NCC(=O)Nc2ccc(F)cc2)cc1OC	-1	-40	0	94	16	-12	0.4	-9	-1	89

(list continues)
canonical_smiles	Phagocytosis inh	BB579 growth dn	NPY-Y2 antag	HCT116 bCat-KO	Measles CPE	GALR2 antag	MRP-1 activ	E-sel TNF inh	Yeast life ext	PTEN del growth
CCc1ccc(C(=O)COC(=O)c2cnccn2)cc1	1	13	5	97	7	4	-0.4	16	-13	93
O=C(O)C1CCCCC1C(=O)Nc1ccc(F)cc1F (stereo unspecified)	1	-33	-1	103	6	-4	-1.5	-63	-12	106
COc1ccc(OC)c(CNC(=O)C2CCCN(c3nc4ccccc4o3)C2)c1 (stereo unspecified)	0	-27	13	88	23	6	-2.1	/	-4	94
Cc1ccc(NC2(c3nnnn3-c3c(C)cccc3C)CCCCC2)cc1	-9	3	8	67	5	4	-2.7	/	0	66
CCOC(=O)CCNC(=O)c1ccccc1Br	-1	-36	-1	94	11	12	-2.5	-12	-5	100
Cc1ccc(NC(=O)CN(C)C(=O)CN2C(=O)NC(C)(c3ccccc3)C2=O)cc1 (stereo unspecified)	1	-18	1	100	2	-2	-2.8	-21	-2	100
COC(=O)Cc1c(C)nc2nc(-c3ccccc3)[nH]n2c1=O	1	-28	1	92	24	2	-0.8	13	-14	102
O=S(=O)(Cc1ccccc1Cl)CC(O)COc1ccccc1Cl (stereo unspecified)	/	-25	2	91	5	17	0.2	3	-10	100
COc1ccccc1CC(=O)Nc1ccc(-c2noc(COc3ccc(Br)cc3)n2)cc1	0	-43	7	93	19	-2	-1.4	8	-7	93
O=C(NC(c1ccccc1)c1ccccc1)C1(c2cccs2)CCOCC1	-2	-1	18*	74	15	-9	-3.4	/	1	77
O=C(COC(=O)c1ccccc1O)Nc1ccc(OC(F)F)cc1	2	-36	8	105	8	-1	-0.8	-41	-16	97
O=C(Cn1c(=O)[nH]n(-c2ccccc2)c1=O)N1CCCc2ccccc21	3	-2	0	68	2	-1	-1.6	-11	-12	92

Outcome played no part in choosing rows, and some 6.4% of all compounds hit somewhere here.
